# M4 antag = human M4 muscarinic receptor antagonists, primary screen, CHO cells, Fluo-8 calcium fluorescence | Muscarinic acetylcholine receptor M4 (Homo sapiens), P08173 | CHO-hM4 cells, ACh EC80 | inhibition, % at 3 µM | hit rate 0.73% among 360,000 | AID 624125, 2012;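 active = inhibition above its plate's cutoff, the mean inhibition of sample wells plus 3 SD, cut at about 27% in these data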;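 note: 0% = acetylcholine EC80 with DMSO and 100% = DMSO without agonist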
# Target sequence (P08173 whole entry, looked up): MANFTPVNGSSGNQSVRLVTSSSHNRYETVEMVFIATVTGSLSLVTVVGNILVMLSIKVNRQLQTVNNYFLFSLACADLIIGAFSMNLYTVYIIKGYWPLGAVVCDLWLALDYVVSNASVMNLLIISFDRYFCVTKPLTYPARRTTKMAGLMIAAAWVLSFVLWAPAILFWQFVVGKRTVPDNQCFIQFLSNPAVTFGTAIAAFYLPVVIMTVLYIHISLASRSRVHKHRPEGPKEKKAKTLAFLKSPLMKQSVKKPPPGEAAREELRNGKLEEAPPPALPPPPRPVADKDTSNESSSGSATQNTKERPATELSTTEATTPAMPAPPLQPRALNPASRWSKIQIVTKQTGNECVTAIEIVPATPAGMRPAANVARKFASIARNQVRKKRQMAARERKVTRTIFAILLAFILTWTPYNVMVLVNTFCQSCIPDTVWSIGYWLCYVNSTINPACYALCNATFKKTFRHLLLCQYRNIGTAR
# CHO-K1 Ca antag = M1 antagonist counterscreen hit in parental CHO-K1 cells; ATP-induced calcium, Fluo-8 fluorescence; inhibition, % at 3 µM; hit rate 0.6% among 360,000;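 active = inhibition above a per-plate cutoff, the plate's mean sample inhibition plus 3 SD, cut at about 24% in these data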;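 note: 0% = DMSO plus EC80 ATP and 100% = DMSO alone without ATP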
# M1 PAM parental = nonselective calcium activators in parental CHO-K1 cells, primary screen, counter-screen for M1 PAM project, cell-based, Fluo-8 calcium fluorescence, full deck, 1536-well. hit rate 0.02% among 360,000. AID 602247, 2012. ATP EC20; 0% at ATP EC20, 100% at ATP max. activation, % at 3 µM;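 active = activation above the run cutoff, the mean activation of all test compounds plus 3 SD, cut at about 40% in these data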;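 note: peak over basal fluorescence ratio in a 140 s read after ATP addition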
# CHRM4 agonist = human M4 muscarinic receptor agonists, primary screen, CHO-K1 cells, Fluo-8 calcium fluorescence | activation, % at 3 µM | CHO-K1 hM4/Gqi5; vehicle 0%, full acetylcholine response 100% | AID 624127, 2012 | Muscarinic acetylcholine receptor M4 (Homo sapiens), P08173 | hit rate 0.14% among 360,000;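 active = activation above the run mean over all test wells plus 3 SD, cut at about 32% in these data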;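 note: peak over basal fluorescence ratio per well then scaled between controls; 0% = DMSO wells and 100% = acetylcholine at EC100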
# M5 ag = human M5 muscarinic receptor agonists, primary screen, CHO-K1 cells, Fluo-8 calcium fluorescence; Muscarinic acetylcholine receptor M5 (Homo sapiens), P08912; CHO-K1 hM5 cells; 0% DMSO wells, 100% maximal acetylcholine response; activation, % at 3 µM; hit rate 0.19% among 360,000;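 active = activation above the run's mean over test compounds plus 3 SD, cut at about 23% in these data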;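 note: signal is peak over basal fluorescence ratio across the kinetic read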
# Target sequence (P08912 whole entry, looked up): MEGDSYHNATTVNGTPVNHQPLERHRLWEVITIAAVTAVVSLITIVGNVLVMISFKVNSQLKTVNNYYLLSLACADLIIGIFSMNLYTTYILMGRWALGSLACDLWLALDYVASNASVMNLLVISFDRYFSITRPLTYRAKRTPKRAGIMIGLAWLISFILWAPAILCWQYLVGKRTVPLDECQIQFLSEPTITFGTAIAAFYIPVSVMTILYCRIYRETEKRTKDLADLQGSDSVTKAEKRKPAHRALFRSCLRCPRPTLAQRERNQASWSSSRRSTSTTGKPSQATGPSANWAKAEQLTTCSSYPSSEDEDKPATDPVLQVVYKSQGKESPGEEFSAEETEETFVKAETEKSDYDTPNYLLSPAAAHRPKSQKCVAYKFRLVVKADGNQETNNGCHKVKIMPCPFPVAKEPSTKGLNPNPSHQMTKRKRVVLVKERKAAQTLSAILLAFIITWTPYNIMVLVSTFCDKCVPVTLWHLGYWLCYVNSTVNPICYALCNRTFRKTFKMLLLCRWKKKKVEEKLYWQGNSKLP
# M5 antag = human M5 muscarinic receptor antagonists, primary screen, CHO cells, Fluo-8 calcium fluorescence. inhibition, % at 3 µM. CHO-hM5 cells, ACh EC80. AID 624040, 2012. hit rate 0.59% among 360,000;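 active = inhibition above a per-plate cutoff, the mean of that plate's test compounds plus 3 SD, cut at about 27% in these data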;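 note: 0% = acetylcholine EC80 with DMSO and 100% = DMSO without agonist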
# M4 PAM = human M4 muscarinic receptor positive allosteric modulators, primary screen, CHO-K1 cells, Fluo-8 calcium fluorescence; CHO-K1 hM4/Gqi5, ACh EC20; 0% = ACh EC20, 100% = maximal ACh; hit rate 0.4% among 360,000; Muscarinic acetylcholine receptor M4 (Homo sapiens), P08173; activation, % at 3 µM;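 active = activation above its plate's cutoff, the mean activation of sample wells plus 3 SD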; note: some results filed as inactive read as strong as hits
# M5 PAM = human M5 muscarinic receptor positive allosteric modulators, primary screen, CHO-K1 cells, Fluo-8 calcium fluorescence; CHO-K1 hM5, ACh EC20 PAM; 0% = ACh EC20, 100% = ACh EC100; activation, % at 3 µM; hit rate 0.3% among 360,000; AID 624038, 2012;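 active = activation above the run cutoff, the mean activation of all test compounds plus 3 SD, cut at about 18% in these data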
#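 System: CHO-K1 cell line with stable human muscarinic M5 receptor expression | Also added: EC20 acetylcholine as agonist stimulus | Compound: One concentration, 3 µM final (nominal) | Timing: Fluo-8 loading 80 min at 37 °C plus 30 min room temperature | Measured by: Fluo-8 calcium dye fluorescence, kinetic read | Read-out basis: % activation, ACh-normalized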
# M1 ag parental = counter-screen for M1 agonists: effect in parental CHO-K1 cells; activation, % at 3 µM; hit rate 0.48% among 360,000; Fluo-8 calcium fluorescence; scaled to maximal ATP response, vehicle zero; in the data active = activation above about 15%;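 note: untransfected CHO-K1 host cells lacking M1 receptor as counterscreen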
# * marks the source's active call; other numbers are inactive results; · = no result given.
SMILES,M4 antag,CHO-K1 Ca antag,M1 PAM parental,CHRM4 agonist,M5 ag,M5 antag,M4 PAM,M5 PAM,M1 ag parental
O=C(Nc1ccc(N2CCOCC2)nc1)c1ccc(C(F)(F)F)cc1,-1,-16,9,3,3,6,1,3,1.3
COCCN(CC(=O)Nc1cccc(C)c1C)C(=O)C1(c2ccc(Cl)cc2)CCC1,-29,-24,22,4,0,-5,2,-8,1.7
N/C(=N\OC(=O)/C=C/c1ccccc1Cl)c1ccccn1,-3,2,10,2,-3,-8,-4,-2,0.3
CC(CC(=O)O)CC(=O)Nc1cc([N+](=O)[O-])ccc1O (centres undefined),0,4,-1,1,0,-9,-2,-1,-0.3
Cn1c(=O)c2c(nc(CN3CCOCC3)n2Cc2ccccc2)n(C)c1=O,4,-6,-1,1,0,0,0,-1,-0.2
CCn1c(CNc2ccc(F)cc2)nnc1SCC(=O)Nc1ccc(OC)cc1OC,1,-4,11,0,2,-4,8,5,0.0
Cc1ccc(S(=O)(=O)c2cn(CC(=O)Nc3ccccc3)c3ccc(F)cc3c2=O)cc1,-6,-2,7,0,1,-2,-1,1,-0.1
O=C(CSc1nnc(-c2cccnc2)n1Cc1ccco1)c1ccc(Cl)c(Cl)c1,-7,-4,8,3,-1,-6,-4,-4,0.6
COC(=O)c1ccccc1CC1Cc2cc3c(cc2C1=O)CCC3 (centres undefined),-8,-12,14,0,-3,9,-3,-8,-0.1
O=C(N/N=C\c1ccccc1)c1ccccc1-n1cccc1,2,0,-15,0,-1,5,-4,2,-0.3
Cc1nc2ccccc2n1C1CCN(CC(=O)NCc2ccc(F)cc2)CC1,6,-18,9,7,2,-1,4,-5,3.3
O=C(Nc1nc2ccccc2[nH]1)C1CCCC1,-9,1,5,2,-4,5,14,3,0.5
COc1ccc(-c2cc(=O)[nH]c(=S)[nH]2)cc1,-4,-9,20,0,-5,4,-3,-11,0.8
CC(C)(C)NC(=O)C(c1ccc(C#N)cc1)n1c(=O)c(-c2ccco2)nc2ccccc21 (centres undefined),-4,·,·,1,0,1,5,-1,·
CCCCC(=O)N(C)c1c(CC)nc2c(OCCOc3ccccc3)cccn12,-4,4,-8,3,-3,-1,3,-4,0.7
COC1OC(COC(=O)c2ccccc2)C(OC(=O)c2ccccc2)C1OC(=O)c1ccccc1 (centres undefined),-5,-11,9,0,-4,-1,-3,-8,2.2
OCCCNc1nnc(-c2ccccc2)c2ccccc12,3,1,15,0,1,9,11,2,0.4
CCOC(=O)N1CCN(C(=O)C2CCN(S(=O)(=O)N3CCCC3)CC2)CC1,-13,-1,-4,1,1,-5,0,3,-0.3
CC1Cc2ccccc2N1C(=O)CN1CCc2ccccc2C1 (centres undefined),-4,-7,20,1,-2,3,-11,-5,0.8
C[C@H]1CN([C@@H](C)CO)C(=O)Cc2cc(NS(=O)(=O)c3cccs3)ccc2O[C@H]1CN(C)S(=O)(=O)c1cn(C)cn1,32*,-12,6,3,-5,1,-14,-3,0.7
CCN(CC)c1ccc(NC(=O)c2ccc(S(=O)(=O)N3CCOCC3)cc2)cc1,-11,3,-10,1,1,-4,-1,-2,0.0
O=C(CSc1nc(-c2ccccc2)cc(C(F)(F)F)n1)NCc1ccco1,-3,-30,15,0,1,-4,6,3,0.3
Cc1cccc(N2CCN(C(=O)c3ccc(NS(=O)(=O)c4c(C)noc4C)cc3)CC2)c1C,-6,2,7,7,-6,7,-2,-10,0.2
CCN(C(=O)COC(=O)c1ccccc1O)c1nc2ccccc2s1,-8,-5,-14,1,3,10,2,8,-0.1
Cc1ccc2nc(SCC(=O)Nc3ccc(Br)cc3)nc(=O)n2c1,-3,-4,-28,0,3,6,5,5,0.4
Cc1nc(C)c(CCNC(=O)c2ccccc2Br)s1,-11,4,-3,2,0,-10,11,8,0.4
Cc1cc(NC(=O)CSc2nnc(-c3cccnc3)n2N)no1,-7,-10,13,1,-5,-8,3,-3,0.8
Cc1cc(-c2csc(NC(=O)c3ccccc3C(F)(F)F)n2)c(C)n1Cc1ccccc1,-12,-4,20,2,2,-8,1,2,0.2
COc1ccc(S(=O)(=O)N2CCC(O)(c3ccc(Cl)cc3)CC2)cc1OC,0,8,-3,2,-4,10,-16,-3,0.6
CCN(CC)C(=S)NC(=O)c1ccc(OC)c(Br)c1,-16,-7,19,1,-1,-2,8,-2,0.7
CN(Cc1ccccc1)C(=O)CCSc1nc(-c2ccc3c(c2)OCO3)cc(C(F)(F)F)n1,8,-6,15,-1,-2,-2,1,1,0.2
COc1ccc(C(=O)N2CCCCC2c2cc(C(=O)Nc3ccc(OC)cc3C)no2)cc1 (centres undefined),-12,-11,18,2,-1,2,4,0,1.4
Cc1nn(CC(=O)NCCc2ccccc2)c(C)c1[N+](=O)[O-],12,2,18,-1,0,-3,-9,-2,0.3
O=C(CSc1nnc(NC(=O)C2CC(=O)N(c3ccccc3)C2)s1)NC1CCCC1 (centres undefined),8,-3,8,1,-4,10,-7,1,-0.2
Cc1cc(C)c2nc(SCCc3ccccc3)nc(C)c2c1,-11,-12,10,-1,4,-11,2,-3,0.8
Cc1c(Cc2ccccc2)c(=O)oc2c(C)c(OCC(=O)Nc3ccc(C#N)cc3)ccc12,-3,-2,20,1,-2,-4,8,2,0.8
CN(C)S(=O)(=O)c1cccc(NC(=O)CN(CCO)CC(=O)Nc2cccc(S(=O)(=O)N(C)C)c2)c1,-6,-9,-2,1,-3,1,2,-2,0.7
CCOC(=O)CCc1c(C)c2c(C)nn(-c3ccccc3)c2[nH]c1=O,2,-7,12,3,1,4,5,-1,0.5
O=C(O)CCC(=O)NNC(=O)COc1ccc(Cl)cc1Cl,2,7,-7,1,2,1,0,2,0.2
CC(C)(C)NC(=O)COC(=O)c1ccccc1Nc1ccc(SC(F)F)cc1,7,7,8,4,-3,17,-7,-12,3.8
CCCC(=O)N(Cc1cc2cc(OC)ccc2[nH]c1=O)c1ccccc1OC,-1,5,-3,3,1,-3,9,2,2.1
COc1ccccc1NC(=O)COC(=O)c1ccc(S(=O)(=O)N2CCCCCC2)cc1,1,3,-17,1,0,16,0,2,-0.1
Cc1ccc(C(C2=C(O)CC(C)(C)CC2=O)C2C(=O)CC(C)(C)CC2=O)o1 (centres undefined),3,-1,14,9,-3,10,-11,-22,2.1
CNC(=O)C1CC(=O)N(Cc2ccccc2)C(=Nc2ccc(OC)cc2)S1 (centres undefined),5,-6,15,1,-2,2,-5,-7,0.5
CCC(=O)N1CCc2cc(Br)cc(S(=O)(=O)N3CCC(C(=O)NC(C)C)CC3)c21,3,3,-16,3,0,-2,-7,9,1.2
COc1ccc(OC)c(C2C(C(C)=O)=C(C)Nc3ncnn32)c1 (centres undefined),0,-4,11,0,2,7,0,5,1.3
CCn1c(SCC(=O)c2cc(OC)ccc2OC)nnc1C(C)C,-12,-4,17,1,-7,-9,19*,7,0.0
O=C(Nc1ccc(Br)cc1F)c1cccnc1,-4,-10,19,1,0,-5,8,2,0.8

# Pulled by structure from the entries so far, three records:
SMILES,M4 antag,CHO-K1 Ca antag,M1 PAM parental,CHRM4 agonist,M5 ag,M5 antag,M4 PAM,M5 PAM,M1 ag parental
Cc1ccc(C(C2=C(O)CC(C)(C)CC2=O)C2C(=O)CC(C)(C)CC2=O)o1 (centres undefined),3,-1,14,9,-3,10,-11,-22,2.1
O=C(Nc1ccc(Br)cc1F)c1cccnc1,-4,-10,19,1,0,-5,8,2,0.8
COc1ccccc1NC(=O)COC(=O)c1ccc(S(=O)(=O)N2CCCCCC2)cc1,1,3,-17,1,0,16,0,2,-0.1

# (list continues)
SMILES,M4 antag,CHO-K1 Ca antag,M1 PAM parental,CHRM4 agonist,M5 ag,M5 antag,M4 PAM,M5 PAM,M1 ag parental
Cc1ccc(N(C)S(=O)(=O)c2cc3c(cc2C)NC(=O)CO3)cc1,-8,-4,24,8,1,3,1,-3,3.3
c1ccc(-n2nnnc2OCCOc2nnnn2-c2ccccc2)cc1,0,-15,19,3,4,0,8,-2,5.4
COc1cc(CCC(=O)N2CCN(c3ccccc3)CC2)cc(OC)c1OC,-15,-13,10,1,-3,0,8,10,0.4
CC(=O)Nc1ccc(NC2=Nc3ccccc3N3C2=Nc2c(c(C)nn2-c2ccccc2)C3c2ccccc2)cc1 (centres undefined),2,0,16,1,-3,-11,3,9,0.0
COc1ccc(NC(=O)Cn2nnc(C(=O)NCc3cccs3)c2N)cc1OC,6,-11,13,1,1,-12,5,14,0.4
CCOc1ccc(CCNC(=O)COC(=O)c2ccc(C)s2)cc1OCC,3,-1,0,0,-2,0,3,2,-0.1
Cc1cc(O)c(C(=O)/C=C/c2c(F)c(F)c(F)c(F)c2F)c(=O)o1,1,-1,-6,3,1,6,0,-2,1.1
O=C(NC1CCN(c2ncccn2)CC1)c1cccc(F)c1,-4,-10,-14,1,-4,-1,-10,4,1.1
CCN(CC(=O)Nc1c(F)cccc1F)C(=O)Cc1ccc(S(=O)(=O)N2CCOCC2)s1,-10,2,-10,1,0,-1,0,-5,0.0
COc1ccc(NC(=O)c2cc(OC)c(OC)c(OC)c2Br)cc1OC,-1,-7,-3,8,2,-3,-3,-8,2.5
Cc1cnc(-c2nc3ccccc3n2C(C(=O)Nc2c(C)cccc2C)C2CC2)cn1 (centres undefined),-15,·,·,4,1,3,3,-3,·
COCCCNC(=S)N/N=C/c1ccc(OC)c(Br)c1,-2,-4,17,10,-3,20,-31,-21,4.4
Cc1ccc(S(=O)(=O)OCCC2=CC(=O)CCN2Cc2ccccc2)cc1,-7,0,-9,6,-5,-1,7,-11,-0.2
COCCCNc1nc2c(c(=O)n(Cc3cccc(Br)c3)c(=O)n2C)n1C,-12,1,5,5,3,-2,8,-2,2.2
O=C(Nc1ccc(Cl)c(Cl)c1)N1CCSCC1,0,2,10,0,-3,3,4,-5,1.2
COc1ccccc1CNC(=O)COC(=O)c1ccccc1-c1ccccc1,-11,12,-27,3,-4,9,-1,-13,-0.1
COc1ccc(C(=O)O)cc1S(=O)(=O)NC(C)(C)C,2,-13,15,0,3,-1,15,8,0.5
O=C(Nc1ccsc1C(=O)O)c1ccc(Cl)cc1,-10,-2,-1,-1,1,9,10,-3,-0.5
Cc1cccc(N2CCN(c3ccc(N4C(=O)CCCC4=O)cc3[N+](=O)[O-])CC2C)c1 (centres undefined),3,7,1,1,-4,2,-3,-1,0.1
O=C(c1cc2c(s1)-c1ccccc1OC2)N1CCCC1,-10,1,7,-2,3,-9,9,4,0.3
Cc1occc1C(=O)N/N=C/C=C/c1ccccc1[N+](=O)[O-],-5,-7,11,3,-1,-6,7,1,0.7
CCOc1ccc(CCNC(=O)CS(=O)(=O)Cc2nc(-c3ccccc3F)oc2C)cc1,-9,1,-10,7,4,12,-7,-7,6.9
NNc1nc(Nc2ccc([N+](=O)[O-])cc2)nc(N2CCCCCC2)n1,-8,-2,12,-1,4,2,3,15,0.1

# Screening results from PubChem BioAssay.
